Screens: PubChem BioAssay, several laboratories
CRFBP-R2 block: CRF-BP/CRF-R2 complex antagonism; HEK293 CRF-R2/CRF-BP, CRF-induced calcium fluorescence; 0.59% of 350,000 active; inhibition, % at 11.8 µM;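 active means inhibition of the ligand-induced calcium signal above about 50% at the single tested concentration, limit read from the data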
M4 PAM: potentiates acetylcholine response at human M4 receptor | P08173 | CHO-K1 hM4/Gqi5, Fluo-8 calcium fluorescence, ACh EC20; 0% = ACh EC20, 100% = maximal ACh | activation, % at 3 µM | 0.4% of 360,000 active | AID 624126;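 active means activation above its plate's cutoff, the mean activation of sample wells plus 3 SD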; further: some results filed as inactive read as strong as hits
CRFR2-BP ag: CRF-BP/CRF-R2 complex agonism | HEK293 CRF-R2/CRF-BP, calcium dye fluorescence (FLIPR); percent of saturating CRF peptide response | activation, % at 13.2 µM | 0.46% of 350,000 active;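 active means activation of at least 50%, plus an integration ratio under a set limit after plate pattern correction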;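 further: plate controls were neutral control wells without compound for no effect and CRF at EC100 for full effect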
M5 ag: agonists of human muscarinic M5 receptor (CHRM5); activation, % at 3 µM; AID 624037; P08912; 0.19% of 360,000 active; CHO-K1 hM5 cells, Fluo-8 calcium fluorescence; 0% DMSO wells, 100% maximal acetylcholine response;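 active means activation above the run's mean over test compounds plus 3 SD, cut at about 23% in these data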;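 further: signal is peak over basal fluorescence ratio across the kinetic read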
Target sequence (P08912 whole entry, looked up): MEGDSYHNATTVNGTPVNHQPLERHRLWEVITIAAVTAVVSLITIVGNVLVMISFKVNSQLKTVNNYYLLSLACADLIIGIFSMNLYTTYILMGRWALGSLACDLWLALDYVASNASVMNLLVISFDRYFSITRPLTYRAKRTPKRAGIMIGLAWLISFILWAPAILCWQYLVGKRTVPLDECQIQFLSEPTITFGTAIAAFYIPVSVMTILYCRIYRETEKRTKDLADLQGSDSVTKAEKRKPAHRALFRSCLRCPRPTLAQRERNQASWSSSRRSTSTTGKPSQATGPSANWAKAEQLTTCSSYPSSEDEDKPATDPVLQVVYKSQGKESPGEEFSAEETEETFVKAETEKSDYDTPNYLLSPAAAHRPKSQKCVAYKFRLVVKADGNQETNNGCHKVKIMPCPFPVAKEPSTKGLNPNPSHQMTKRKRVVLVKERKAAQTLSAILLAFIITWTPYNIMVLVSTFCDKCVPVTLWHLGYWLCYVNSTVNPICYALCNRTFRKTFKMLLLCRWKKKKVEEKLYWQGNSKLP
TAAR1 ag: agonists of human TAAR1; Q96RJ0; CHO RD-HGA16 TAAR1, Fluo-8 calcium fluorescence; vehicle wells 0%, saturating PEA agonist 100%; activation, % at 3 µM; 0.99% of 360,000 active; AID 624467;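 active means activation above the mean activation of all test compounds in the run plus 3 SD, cut at about 38% in these data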
Target sequence (Q96RJ0 whole entry, looked up): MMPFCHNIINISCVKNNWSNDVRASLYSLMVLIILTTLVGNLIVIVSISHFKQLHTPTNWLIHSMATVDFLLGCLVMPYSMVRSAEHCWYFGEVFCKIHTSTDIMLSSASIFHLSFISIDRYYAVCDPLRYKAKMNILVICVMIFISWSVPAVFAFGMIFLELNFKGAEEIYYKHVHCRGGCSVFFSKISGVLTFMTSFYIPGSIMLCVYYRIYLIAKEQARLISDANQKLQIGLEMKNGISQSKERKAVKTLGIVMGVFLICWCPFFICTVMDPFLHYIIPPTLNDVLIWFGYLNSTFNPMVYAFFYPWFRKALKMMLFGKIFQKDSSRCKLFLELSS
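Benchmarks: low control DMSO, high control PEA (EC100); System: CHO RD-HGA16 cells carrying human TAAR1 plus Gα16; Detection: Fluo-8 fluorescence, 5 s baseline then 140 s kinetic read; Schedule: 17-24 h plating, Fluo-8 75 min 37 °C, 30 min RT; Read-out basis: % activation from peak over basal fluorescence ratio, DMSO-to-PEA scaled.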
M5 PAM: positive allosteric modulators of human muscarinic M5 receptor; activation, % at 3 µM; 0.3% of 360,000 active; AID 624038; P08912; CHO-K1 hM5, Fluo-8 calcium, ACh EC20 PAM; 0% = ACh EC20, 100% = ACh EC100;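 active means activation above the run cutoff, the mean activation of all test compounds plus 3 SD, cut at about 18% in these data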
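Replicates: One well per compound, no replicates | System: Human M5 receptor in CHO-K1 cells | Benchmarks: Low control EC20 acetylcholine (0%), high control EC100 acetylcholine (100%) | Probe or stimulus: Acetylcholine, EC20 level | Times: Fluo-8 loading 80 min at 37 °C plus 30 min room temperature | Signal: Intracellular calcium via Fluo-8 fluorescence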
TAAR1 antagonist: human TAAR1 antagonism; CHO RD-HGA16 TAAR1, Fluo-8 calcium fluorescence, antagonist; AID 624466; Q96RJ0; inhibition, % at 3 µM; 1.5% of 360,000 active;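 active means inhibition above a per-plate cutoff, the mean inhibition of test compounds on that plate plus 3 SD, cut at about 49% in these data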;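 further: 0% = DMSO plus EC80 beta-PEA response and 100% = DMSO alone without agonist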
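System: RD-HGA16 CHO cells with stable hTAAR1 and Gα16 | Probe or stimulus: EC80 β-phenethylamine stimulus | Dosing: 3 µM, single point | Times: Dye loading 75 min at 37 °C, then 30 min room temperature | Measured by: Fluo-8 calcium-sensitive fluorescence | Read-out basis: % inhibition of agonist calcium response | Replicates: n of 1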
CHO-K1 Ca PAM: counter-screen for M1 PAMs: effect in parental CHO-K1 cells; ATP EC20, Fluo-8 calcium fluorescence; 0% at ATP EC20, 100% at ATP max; AID 602247; 0.02% of 360,000 active; activation, % at 3 µM;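 active means activation above the run cutoff, the mean activation of all test compounds plus 3 SD, cut at about 40% in these data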;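 further: peak over basal fluorescence ratio in a 140 s read after ATP addition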
CHRM5 antagonist: blocks acetylcholine activation of human M5 receptor. AID 624040. CHO-hM5 cells, Fluo-8 calcium fluorescence, ACh EC80. 0.59% of 360,000 active. inhibition, % at 3 µM. P08912;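 active means inhibition above a per-plate cutoff, the mean of that plate's test compounds plus 3 SD, cut at about 27% in these data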;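 further: 0% = acetylcholine EC80 with DMSO and 100% = DMSO without agonist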
* marks the source's active call; other numbers are inactive results; / = not tested or not shown.

SMILES	CRFBP-R2 block	M4 PAM	CRFR2-BP ag	M5 ag	TAAR1 ag	M5 PAM	TAAR1 antagonist	CHO-K1 Ca PAM	CHRM5 antagonist
COc1cccc(NC(=O)CN(C)C(=O)CCNS(=O)(=O)c2ccc(C)cc2)c1	-7	13	-0.5	2	0	-7	-12	9	6
O=c1cc(Nc2ccc3c(c2)OCO3)[nH]c(=O)n1-c1ccc(Br)cc1	-1	3	1.8	3	48*	-6	-7	5	5
Cc1cc(/C=C2/NC(=O)NC2=O)c(C)n1-c1sc2c(c1C#N)CCCC2	-51	4	-1.9	5	63*	8	-14	11	-4
CC(C)n1cnc2c(=S)nc[nH]c21	10	-2	-0.1	-1	2	-5	-10	0	-5
Cc1nn(-c2ccccc2)c(C)c1NC(=O)COC(=O)/C=C/c1ccccc1	-19	1	-0.4	6	19	-14	60*	-8	12
CC(C)CCNC(=O)C(c1ccc(O)cc1)N(C(=O)C1COc2ccccc2O1)c1cccc(O)c1 (centres undefined)	17	-7	-0.1	2	4	-13	30	2	13
CCC(C)N(C(=O)CSc1ncnc2c1cnn2-c1ccccc1)C1CCS(=O)(=O)C1 (centres undefined)	-8	-5	-0.1	2	1	2	10	1	2
COCCCNC(=O)c1c(NC(=O)c2cccs2)sc2c1CCCC2	-5	5	0.9	-9	10	-23	13	13	2
C#CCNC(=O)C1=C[C@@H](C2CCCCC2)[C@H](CCCO)[C@@H](OCC)O1	0	13	-2.8	2	1	11	24	4	5
Nc1ccccc1C(=O)NNC(=O)C(=O)/C=C(\O)c1ccccc1	0	-1	-0.5	1	0	-1	-20	29	1
CCOC(=O)Cc1csc(NC(=O)CSc2nc(=O)[nH]c3c2CCCC3)n1	-8	10	0.1	5	3	-1	8	8	0
CC(C)CN(C(=O)CSc1nnnn1C)C1CCS(=O)(=O)C1 (centres undefined)	6	7	0.0	5	0	7	7	25	4
COC(=O)c1[nH]c2ccc(Cl)cc2c1NC(=O)CCN1CCN(C2CCCCC2)CC1	-26	-21	0.2	-5	0	-16	0	7	14
CCC(C(=O)Nc1ccncc1)c1ccccc1 (centres undefined)	0	1	-1.1	3	6	-6	-2	15	7
COc1ccc(CNC(=O)C(c2ccncc2)N(C(=O)Cc2cccs2)c2cccc(C)c2)cc1 (centres undefined)	-2	1	0.4	1	3	-2	12	5	-4
COc1ccc(Br)cc1CN1CCCCCC1	-14	-13	2.0	-8	2	-13	0	9	15
CCc1ncc(C(=O)c2ccc(OC)cc2)n1C	10	8	1.1	2	9	-5	-14	14	4
O=C(COC(=O)c1ccc(Cl)c(Cl)c1)NC1CCCC1	-6	-6	-2.5	0	2	-8	4	7	15
CCOC(=O)c1c(C)n(OCc2ccccc2)c2ccc3nonc3c12	53*	1	-0.5	2	-1	-6	-13	-2	8
Cc1cc(C)nc(SCC(=O)N/N=C/c2cccs2)n1	-9	-6	-0.7	0	1	-5	5	10	3
CC1=CS(=O)(=O)CC1Sc1nc2ccccc2[nH]1 (centres undefined)	-5	-2	-0.2	-1	2	-3	-10	24	9
COc1ccc(C(=O)NC2CCSc3ccccc32)cc1 (centres undefined)	15	13	-1.4	-4	-2	-5	-4	3	1
COc1ccc(C(=O)OCC(=O)N2CCN(S(=O)(=O)c3ccc(C)cc3)CC2)cc1[N+](=O)[O-]	4	4	-0.2	3	3	12	-5	35	-5
Cc1ccc(C(c2c(C)n(C)n(-c3ccccc3)c2=O)c2c(C)n(C)n(-c3ccccc3)c2=O)s1	-4	-2	0.4	2	7	-3	-6	1	-1
CCn1c(C)nc2cc(C(=O)NNC(=S)Nc3ccc(Cl)cc3)ccc21	-4	9	-0.9	1	54*	5	2	22	-8
O=C(CN1C(=O)NC2(CCc3ccccc3C2)C1=O)Nc1ccc(F)cc1 (centres undefined)	-51	-5	0.1	-6	0	0	-5	-7	-3
N#C/C(=C\c1cccnc1)C(=O)Nc1ccc(SC(F)F)cc1	-18	-9	0.3	-1	0	-1	1	5	13
Cc1c(NC(=O)C2CCCN2S(=O)(=O)c2ccccc2)c(=O)n(-c2ccccc2)n1C (centres undefined)	-3	17	1.9	-3	5	-2	-15	18	-2
CC1CN(C(=O)COC(=O)Cc2ccc(Cl)cc2)CC(C)O1 (centres undefined)	13	5	-0.6	2	1	2	-3	14	4
Cc1ccc(S(=O)(=O)NCC(=O)N(CC(=O)NCc2ccco2)C2CCCC2)cc1	8	2	-0.7	-3	-1	-4	-2	14	16

Whole records, looked up by structure. Order of values: CRFBP-R2 block, M4 PAM, CRFR2-BP ag, M5 ag, TAAR1 ag, M5 PAM, TAAR1 antagonist, CHO-K1 Ca PAM, CHRM5 antagonist
CC1=CS(=O)(=O)CC1Sc1nc2ccccc2[nH]1 (centres undefined) is listed with -5, -2, -0.2, -1, 2, -3, -10, 24, 9
CCc1ncc(C(=O)c2ccc(OC)cc2)n1C is listed with 10, 8, 1.1, 2, 9, -5, -14, 14, 4

(continued)
SMILES	CRFBP-R2 block	M4 PAM	CRFR2-BP ag	M5 ag	TAAR1 ag	M5 PAM	TAAR1 antagonist	CHO-K1 Ca PAM	CHRM5 antagonist
CC(=O)Nc1ccc2c(O)cc(S(=O)(=O)O)cc2c1	-1	1	4.6	4	1	3	-4	5	3
CC(=O)c1c(C)[nH]c(C(=O)CSc2nnc(-c3ccccc3)o2)c1C	1	-3	-0.9	8	33	-5	56*	12	3
Cc1ccc(NC(=O)CSc2nc(-c3ccco3)nc3cc(=O)[nH]n23)c(Cl)c1	-2	8	-0.6	1	2	2	7	-3	5
COC(=O)C(NNc1ccccc1)(NC(=O)c1cccc(F)c1)C(F)(F)F (centres undefined)	7	3	-0.1	-3	5	3	-7	14	-9
O=C(Nc1ccc(C(=O)N2CCCC2)cc1)c1ccccc1F	66*	6	0.9	2	/	-3	/	18	5
O=C(Nc1ccc(Cl)cc1)Nc1nnc(CSCc2ccccc2Cl)s1	8	-4	6.2	-1	1	-3	-18	-7	6
COc1ccc(OC)c(NC(=O)Cc2coc3ccc4ccccc4c23)c1	3	2	-0.1	-7	2	-1	29	7	12
O=C(NCCCn1ccnc1)C(=O)NCC1OCCN1S(=O)(=O)c1ccc2c(c1)OCCO2 (centres undefined)	-4	2	-0.9	0	7	-6	-10	10	7
Cc1c(Nc2nc(C(F)(F)F)nc3ccccc23)c(=O)n(-c2ccccc2)n1C	2	0	0.2	0	1	-3	13	12	-1
CC(OC(=O)CCCOc1ccccc1)C(=O)NC(N)=O (centres undefined)	28	-6	1.1	2	14	1	1	-5	-2
CCCN1CCN(C(=O)CCCn2c(C)c3cnn(-c4ccccc4)c(=O)c3c2C)CC1	-16	1	-1.5	2	0	3	3	20	0
CN(C)S(=O)(=O)c1ccc2c(c1)c(=O)c(C(=O)NCCCN1CCCCCC1)cn2C	16	-9	1.0	-3	1	-4	-2	13	6
Cc1ccc(C(C)NC(=S)NCc2ccc(F)cc2)c(C)c1 (centres undefined)	-23	-12	4.3	1	2	-12	9	-2	19
CN(C)S(=O)(=O)N(CC(=O)Nc1ccc2ccccc2c1)c1ccccc1	-4	-5	0.0	-1	8	-8	22	10	5
O=C(Cn1nnc(-c2ccc(CN3CCOCC3)cc2)n1)Nc1nc(-c2ccccc2)cs1	-44	-3	16	6	25	3	36	14	-4
COc1ccc(S(=O)(=O)Nc2cccc(S(=O)(=O)N3CCCCC3)c2)cc1	-10	3	-1.2	0	3	3	-17	10	14
CCN1CCCC1CNc1ccc(S(C)(=O)=O)cc1[N+](=O)[O-] (centres undefined)	-1	-2	1.6	-5	-4	2	10	-18	15
Cc1c(NC(=O)C(=O)/C=C(\O)c2ccc(Cl)cc2)c(=O)n(-c2ccccc2)n1C	7	11	1.4	-2	0	-7	-16	-8	17
Cc1nn(-c2ccccc2)c(C)c1NC(=O)COc1ccccc1C#N	-11	6	0.0	2	5	-3	13	7	8
Cc1ccc(-n2ncc(Cl)c2C(=O)NC2CC2)cc1	14	3	-1.2	-1	14	-8	5	5	-2

Ordered by value in TAAR1 antagonist (ascending): three of the compounds above
SMILES,TAAR1 antagonist
Cc1c(NC(=O)C(=O)/C=C(\O)c2ccc(Cl)cc2)c(=O)n(-c2ccccc2)n1C,-16
CCN1CCCC1CNc1ccc(S(C)(=O)=O)cc1[N+](=O)[O-] (centres undefined),10
Cc1nn(-c2ccccc2)c(C)c1NC(=O)COc1ccccc1C#N,13

Following part
SMILES	CRFBP-R2 block	M4 PAM	CRFR2-BP ag	M5 ag	TAAR1 ag	M5 PAM	TAAR1 antagonist	CHO-K1 Ca PAM	CHRM5 antagonist
Cc1csc(N(C(=O)c2cccc(S(=O)(=O)N3CCCC3)c2)c2ccccc2)n1	26	0	-2.4	1	7	-5	36	14	-1
CCc1ccccc1NC(=O)Cc1ccc(-n2cccc2)cc1	7	6	-3.4	-3	-1	-1	2	-12	-1
CCOC(=O)c1ccc(NC(=O)CSC2=NC(=O)C(CC)C(=O)N2)cc1 (centres undefined)	-3	2	0.0	3	14	-2	-5	-6	-5
Cc1cc(C)n(CC(=O)N2N=C(C(F)F)CC2(O)C(F)F)n1 (centres undefined)	3	1	-0.4	-2	5	3	-35	7	-2
Cc1ccc2oc(=O)n(CC(=O)OC(C)C)c2c1	2	13	0.2	0	15	-2	6	5	3
Cc1ccc(C(=O)Nc2cc(C)c(OCC(=O)N3CCOCC3)c(C)c2)cc1	2	5	-0.1	-3	0	-9	8	10	2
O=C(NCc1ccccn1)C1CCC(=O)N(Cc2ccc(Cl)cc2)C1 (centres undefined)	-6	10	1.1	-6	1	2	-8	16	-12
COc1ccc(CN(C)C(=O)c2cccc(S(=O)(=O)N3CCN(c4ccccc4)CC3)c2)c(OC)c1OC	-1	-6	-0.3	3	4	-16	29	0	7
Cc1ccc(C)c(NC(=O)CS(=O)(=O)c2cn(C)c3ccccc23)c1	5	3	-0.7	1	-2	4	9	5	-7
COc1cccc2[nH]c3c(=O)n(CCN(C)C)cnc3c12	5	13	-1.0	0	10	-2	3	-2	-2
O=C(NC1CCCCC1)C(C1CC1)N1CCc2ccccc2C1 (centres undefined)	/	-3	/	0	-1	5	-13	8	8
O=S(=O)(NCc1ccc(Cl)cc1)NCc1ccccc1F	-2	-6	-1.7	-4	-1	-4	10	-8	0
COc1ccc(OC(C)C(=O)Nc2cccnc2)cc1 (centres undefined)	9	-4	0.1	-4	9	3	14	12	-1
FC(F)(F)c1ccc(-c2cccc3c2C2CC3CCN2C(=S)NCCc2ccccc2)cc1 (centres undefined)	/	1	/	2	1	0	0	15	-1
COc1ccccc1NC(=O)C1CCN(S(=O)(=O)c2ccc3c(c2)CC(C)N3C(C)=O)CC1 (centres undefined)	-5	5	1.1	-2	1	-4	-3	10	13
CS(=O)(=O)c1cccc(-c2nnc(NC(=O)CCS(=O)(=O)c3ccccc3)o2)c1	8	10	-1.1	-1	0	6	-23	11	-3
